High-throughput results (PubChem)
F508del corr: CFTR F508del correction in bronchial cells. 0.36% of 350,000 active. CFBE cells, YFP halide quenching; stimulated with forskolin plus potentiator P3; % fluorescence drop versus neutral controls. activity (quench increase), % at 7.58 µM;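 active means mean added fluorescence quench of at least 8% versus neutral control, with both replicates also reaching 8%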;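 further: cells transiently co-express mutant CFTR-F508del with the halide-sensitive YFP; corrector assay measuring rescue of mutant channel to the surface after 24 h compound exposure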
FN deposit inh: fibronectin deposition inhibition. AH1F fibroblasts, Alexa488-fibronectin deposition fluorescence, overnight. inhibition, % at 12.6 µM. 0.086% of 350,000 active;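 active means mean inhibition across replicates of 30% or more, regardless of how many single replicates reach that level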;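 further: positive control wells lacked labelled fibronectin entirely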
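Schedule: 1 h cell adhesion before compound, then overnight fibronectin incubation; test system: AH1F fibroblast monolayer depositing Alexa488-labelled fibronectin into matrix; quantity: 10000 AH1F cells per well; probe or stimulus: fluorescent fibronectin at 24 nM final; signal: fluorescence, ex 485 nm, em 525 nm; evaluation: percent inhibition as loss of matrix-bound fibronectin fluorescence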
PGC1a acetyl inh: modulators of PGC1a acetylation. U2OS PGC1a acetylation, AlphaScreen anti-acetyl-lysine; with virally co-expressed GCN5 acetyltransferase. inhibition, % at 15.6 µM. 0.17% of 350,000 active. AID 651687;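 active means every replicate shows inhibition of at least 40%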;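 further: 0% = neutral control wells and 100% = positive control wells; some results beyond the cut were filed as inactive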
PglD inh: blocks C. jejuni PglD acetyltransferase activity | AID 602405 | 0.098% of 360,000 active | inhibition, % at 12.5 µM | purified PglD enzyme, DTNB colorimetric CoA detection; in the data active means inhibition above about 16%, passing the limit was not always enough; further: strong numbers were not always called active
miR122 inh: inhibitors of miR-122 in Huh7 cells; activation (reporter increase), % at 12.5 µM; Huh7 miR-122 Renilla luciferase sensor, 48 h; neutral wells = 0, positive control = 100; AID 602342; 0.3% of 340,000 active;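 active means mean replicate activation score at least 90 and every replicate individually at or above 90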;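 further: higher luciferase means less miR-122 activity so hits act as miR-122 inhibitors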
INS-1E GSIS act: GLuc luminescence reporter in INS-1E cells, primary screen for activators of glucose-dependent secretion of insulin. INS-1E GLuc reporter insulin secretion, 2-3 h. 0.61% of 370,000 active. AID 743287. activation, % at 16.6 µM;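 active means lowest replicate activation of at least 40%, so every replicate reaches that level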;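 further: 0% = median of neutral control wells and 100% = median of IBMX positive control wells; some compounds called inactive have numbers as strong as hits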
Cneo AK release: causes C. neoformans cell lysis; adenylate kinase release luminescence, 4 h; normalised: neutral wells 0, clomiphene wells 100; lysis activity, % at 15 µM; 0.2% of 360,000 active;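 active means mean lysis activity across replicates of at least 80%, whatever share of replicates individually reach that level; inactive means mean lysis activity below 80%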
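Signal: Adenylate kinase release luminescence | Assay system: Log-phase Cryptococcus neoformans yeast cells | Input: Cells at 5 × 10^6 per mL | Buffer or medium: Fresh YPD growth medium | Compound: Single dose | Schedule: Static 4 h at 37 °C with compound, 1 h detection | Controls: Clomiphene | Read-out: Luminescence rise reflecting yeast cell lysis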
C2C12 statin: suppressors of simvastatin-induced myotoxicity in C2C12 myotubes | ATP luminescence, 48 h; scaled: DMSO 0, geranylgeraniol control 100 | rescue of ATP level, % at 7.49 µM | 0.78% of 330,000 active;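 active means mean ATP rescue above about 67%, or every replicate alone reaching that limit, limit read from the data, passing the limit was not always enough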;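 further: myotubes were challenged with 10 µM simvastatin during compound exposure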
* = called active by the depositor; [ ] = dose if it differs, or a comment.

Screening CCC(Oc1ccccc1)C(=O)OCC(=O)Nc1sccc1C(N)=O (stereo not given) returned F508del corr -1.8, FN deposit inh 4.2, PglD inh -2.9, INS-1E GSIS act -74.3, Cneo AK release 0.3 and C2C12 statin 5.8.
`COc1cccc(NC(=O)C2C3C=CC4(O3)C2C(=O)N(C(C)C)C4C(=O)NC2CCCCC2C)c1` (stereo not given) gave FN deposit inh -13.5, PGC1a acetyl inh -1.2, PglD inh 0.6, miR122 inh -2.7, Cneo AK release 0.5 and C2C12 statin 1.6.
`CSc1cccc(NC(=O)CCCOc2ccc(Cl)cc2Cl)c1` gave FN deposit inh -0.7, PGC1a acetyl inh -3.9, PglD inh -1.5, miR122 inh -4.9 and Cneo AK release -0.2.
`COc1cc(C(=O)OCC2CC(c3ccccc3)=NO2)cc(OC)c1OC` (stereo not given) gave F508del corr -1.8, FN deposit inh -8.5, PGC1a acetyl inh -3.4, miR122 inh 4.7, INS-1E GSIS act 23.0 and C2C12 statin -10.2.
`O=C(c1c[nH]c(C(=O)C(Cl)(Cl)Cl)c1)c1ccc(F)cc1Cl` gave F508del corr 0.9, FN deposit inh -1.4, PGC1a acetyl inh -6.0 and INS-1E GSIS act -12.7.
`C[C@@H]1CN([C@H](C)CO)C(=O)c2cc(-c3cccc(F)c3)cnc2O[C@@H]1CN(C)C(=O)Nc1cc(F)ccc1F` gave F508del corr -0.5, FN deposit inh 1.4, PGC1a acetyl inh 11.5, PglD inh 2.5, miR122 inh -5.1[16.7 µM], INS-1E GSIS act -13.9, Cneo AK release 0.1 and C2C12 statin 2.1.
Screening O=C(Nc1ccc2c(c1)[C@H]1C[C@H](CC(=O)N3CCCCC3)O[C@H](CO)[C@H]1O2)C1CCOCC1 returned F508del corr 0.8, PGC1a acetyl inh -4.6, PglD inh -5.4, miR122 inh 5.0[16.7 µM], INS-1E GSIS act 15.0, Cneo AK release -3.0 and C2C12 statin 5.4.
For CCCC(=O)N1CC2(C1)CN(C(=O)Nc1cccc(F)c1)[C@@H](CO)c1c2c2ccc(OC)cc2n1C the results were F508del corr 2.5, FN deposit inh -4.8, PGC1a acetyl inh -13.0 and INS-1E GSIS act -9.5.
COc1ccc(S(=O)(=O)Nc2ccc3c(c2)C(=O)N([C@@H](C)CO)C[C@@H](C)[C@H](CN(C)S(C)(=O)=O)O3)cc1 was read as F508del corr -1.0, PGC1a acetyl inh 7.8, PglD inh 1.8, miR122 inh -0.5[16.7 µM], INS-1E GSIS act 0.1 and Cneo AK release 3.0.
`COc1ccc(C(CNC(=O)c2ccc(C)o2)N2CCOCC2)cc1` (stereo not given) gave F508del corr -0.1, FN deposit inh -6.5, PGC1a acetyl inh 12.4, PglD inh 3.2, miR122 inh -2.7, INS-1E GSIS act -10.2, Cneo AK release -1.0 and C2C12 statin -3.1.
`CCN(Cc1nc2ccccc2c(=O)[nH]1)Cc1cc(=O)oc2cc(C)c(C)cc12` gave PGC1a acetyl inh -2.4, PglD inh 3.6, miR122 inh -2.0, Cneo AK release -3.8 and C2C12 statin -3.1.
For C[C@H](CO)N1C[C@H](C)[C@H](CN(C)C)Oc2c(NS(=O)(=O)c3ccccc3)cccc2C1=O the results were F508del corr 1.1, FN deposit inh 5.0, PGC1a acetyl inh 0.0, PglD inh -2.9, miR122 inh 8.4[16.7 µM], INS-1E GSIS act 18.6, Cneo AK release 42.4 and C2C12 statin -14.2.
`Cc1[nH]n(-c2ccccc2)c(=O)c1C=Nc1ccc(S(=O)(=O)N(C)C)cc1` gave FN deposit inh -13.3, PGC1a acetyl inh -15.2, PglD inh -11.7, miR122 inh 0.9, INS-1E GSIS act 17.2, Cneo AK release 0.2 and C2C12 statin -10.2.
For C[C@H](CO)N1C[C@H](C)[C@H](CN(C)Cc2ccccc2)OCCCC[C@H](C)Oc2ccc(NC(=O)Nc3ccc4c(c3)OCO4)cc2C1=O the results were F508del corr -3.6, FN deposit inh -2.7, PGC1a acetyl inh 23.6, PglD inh 0.2, miR122 inh 4.3[16.7 µM], INS-1E GSIS act -28.3, Cneo AK release 1.3 and C2C12 statin -136.2.
COc1ccc(C)cc1NC(=O)CN(c1ccccc1)S(C)(=O)=O was read as FN deposit inh -18.6, PGC1a acetyl inh 5.6, PglD inh 2.2, miR122 inh -4.3, Cneo AK release -2.3 and C2C12 statin -5.1.
C/C=C/c1cnc2c(c1)C(=O)N([C@@H](C)CO)C[C@@H](C)[C@@H](CN(C)C(=O)NCCC)O2 was read as F508del corr 0.1, FN deposit inh -14.2, PGC1a acetyl inh 3.9, PglD inh 1.9, miR122 inh 7.0[16.7 µM], INS-1E GSIS act 7.9, Cneo AK release 2.9 and C2C12 statin 8.4.
`CC1(C)CC(=O)c2sc(NC(=O)c3ccco3)nc2C1` gave F508del corr 1.6, FN deposit inh 2.9, PGC1a acetyl inh -4.5, miR122 inh 4.2, INS-1E GSIS act 4.7, Cneo AK release 4.2 and C2C12 statin -7.8.
`O=C(NC[C@@H]1[C@H](c2ccccc2)[C@H](CO)N1C(=O)Cc1cccnc1)C1CCC1` gave F508del corr 0.2, PGC1a acetyl inh 5.0, PglD inh 1.4, miR122 inh 7.1[16.7 µM], INS-1E GSIS act 8.8, Cneo AK release 3.2 and C2C12 statin 13.6.
For CCOc1ccc2oc(C(=O)OCC(=O)NC3CC3)c(C)c2c1 the results were F508del corr -5.1, FN deposit inh -1.5, PglD inh -4.0, miR122 inh 1.3, INS-1E GSIS act 21.5, Cneo AK release 1.2 and C2C12 statin 3.5.
For CCCN(CCC)CCNS(=O)(=O)c1ccc2c(c1)oc(=O)n2C the results were PGC1a acetyl inh 8.3, PglD inh -3.3, miR122 inh 2.8, Cneo AK release -1.2 and C2C12 statin -2.8.
Screening C[C@H]1CN([C@@H](C)CO)S(=O)(=O)c2ccc(C#CCN(C)C)cc2O[C@@H]1CN(C)Cc1ccccc1F returned F508del corr -2.4, PGC1a acetyl inh -27.2, PglD inh 5.4, miR122 inh 35.2[16.7 µM], INS-1E GSIS act -12.9, Cneo AK release 2.2 and C2C12 statin -99.8.
For Cc1ccc(C(=O)C(C)Oc2ccc3ccc(=O)oc3c2)cc1 (stereo not given) the results were F508del corr 2.0, FN deposit inh 1.9, PglD inh -1.5, INS-1E GSIS act -12.0, Cneo AK release 2.1 and C2C12 statin 0.2.
`Cc1noc(C)c1S(=O)(=O)N(C)C[C@H]1Oc2ccc(NC(=O)Nc3ccc(F)cc3)cc2CC(=O)N([C@H](C)CO)C[C@H]1C` gave F508del corr 1.1, PGC1a acetyl inh 4.4, PglD inh 3.4, miR122 inh 0.3[16.7 µM], INS-1E GSIS act -1.0, Cneo AK release -5.1 and C2C12 statin 9.4.
For COCOc1ccc(-c2cc(=O)c3c(OCOC)cc(OCOC)cc3o2)cc1 the results were PGC1a acetyl inh -16.1, PglD inh -2.6, miR122 inh -0.8, Cneo AK release -5.9 and C2C12 statin -4.8.
`CCSc1nc2ccccc2n1C(=O)c1ccc(S(=O)(=O)N2CCCCC2)cc1` gave PGC1a acetyl inh 10.3, PglD inh 1.0, miR122 inh -5.7, Cneo AK release 0.1 and C2C12 statin -9.5.
`COc1ccc(S(=O)(=O)NCCOc2cccc3cccnc23)cc1OC` gave F508del corr -0.5, FN deposit inh 9.6, PGC1a acetyl inh 1.7, PglD inh -2.6, miR122 inh -2.6, INS-1E GSIS act 48.4, Cneo AK release 0.6 and C2C12 statin -0.8.
`CC(C)(C)NC(=O)NC(=O)CN1CCCc2ccccc21` gave F508del corr -1.9, FN deposit inh 4.3, PGC1a acetyl inh 5.0, PglD inh 0.2, miR122 inh 0.2, INS-1E GSIS act -3.5, Cneo AK release -0.2 and C2C12 statin -5.6.
CN1C(=O)c2cc(NS(C)(=O)=O)ccc2OC[C@H]2O[C@@H](CC(=O)N3CCOCC3)CC[C@@H]21 was read as FN deposit inh -0.5, PglD inh -0.6, INS-1E GSIS act 2.2, Cneo AK release -0.7 and C2C12 statin -27.4.
Screening COc1ccccc1NC(=O)C1=C(C)Nc2nc(CCCO)nn2C1c1ccc2c(c1)OCO2 (stereo not given) returned PGC1a acetyl inh 0.6, PglD inh 0.2, miR122 inh -3.5, Cneo AK release 0.9 and C2C12 statin -3.7.
`CC(=O)c1c(C)[nH]c(C(=O)CSc2nnc(N)s2)c1C` gave F508del corr 0.8, FN deposit inh -4.7, PGC1a acetyl inh 6.3, miR122 inh 0.2 and INS-1E GSIS act 3.1.
Screening COc1ccc(S(=O)(=O)N2CCCC2c2cccs2)cc1 (stereo not given) returned F508del corr 0.0, FN deposit inh 13.8, PGC1a acetyl inh 0.8, miR122 inh -7.3, INS-1E GSIS act -18.7 and C2C12 statin 6.2.
For Cc1cc[n+](CC(=O)c2ccccc2)c2ccccc12 the results were F508del corr 6.2, FN deposit inh -3.2, PGC1a acetyl inh -11.1 and INS-1E GSIS act 7.3.
CCN(CC)C(=O)Cn1cc(C(=O)C(=O)N2CCN(c3ccc(OC)cc3)CC2)c2ccccc21 was read as F508del corr -4.5, FN deposit inh -5.8, PGC1a acetyl inh 4.5, PglD inh 3.0, miR122 inh 1.2, INS-1E GSIS act 5.7, Cneo AK release -2.7 and C2C12 statin 2.6.
Screening Cc1cccc(C)c1NC(=O)c1c[nH]c2ccccc12 returned F508del corr -4.7, FN deposit inh -4.4, PGC1a acetyl inh 9.9, PglD inh -0.2, miR122 inh -2.6, INS-1E GSIS act -11.1, Cneo AK release -3.9 and C2C12 statin 3.7.
For CN(C)c1nc(-c2ccccn2)nnc1-c1ccccc1 the results were FN deposit inh 3.8, PGC1a acetyl inh -4.8, PglD inh 4.3, miR122 inh 13.3 and Cneo AK release 0.1.
CC(C)n1c(=O)c2ccccc2n1Cc1cn(Cc2cccnc2)nn1 was read as F508del corr 2.8, FN deposit inh -2.7, PGC1a acetyl inh -1.1, PglD inh -2.6, miR122 inh -5.2, INS-1E GSIS act 4.9, Cneo AK release 4.0 and C2C12 statin 0.1.
Screening O=C(Nc1cc(NC(=O)c2ccccc2F)ccc1Cl)c1ccccc1 returned F508del corr 0.1, FN deposit inh 5.1, PGC1a acetyl inh -12.0, PglD inh 2.6, miR122 inh 0.7, INS-1E GSIS act 5.0, Cneo AK release 4.1 and C2C12 statin -12.1.
Cc1ccccc1OCC(=O)Nc1ccc(S(=O)(=O)N2CCCC2)cc1 was read as F508del corr 1.1, FN deposit inh -1.8, PglD inh -1.9, INS-1E GSIS act 16.8 and Cneo AK release -2.5.
CC1CCc2nc(N)c(C#N)c(-c3ccncc3)c2C1 (stereo not given) was read as PGC1a acetyl inh 7.7, PglD inh 0.9, miR122 inh 3.2, INS-1E GSIS act 77.7*, Cneo AK release -8.9 and C2C12 statin -4.1.
For CC1CCCCC12NC(=O)N(CC(=O)OCC(=O)Nc1ccc(F)cc1[N+](=O)[O-])C2=O (stereo not given) the results were F508del corr 0.0, FN deposit inh 9.0, PGC1a acetyl inh -14.8, PglD inh 3.1, miR122 inh 2.3, INS-1E GSIS act 16.4, Cneo AK release 0.4 and C2C12 statin -2.9.
CCOC(=O)C1(Cc2ccccc2C)CCCN(C(=O)CN2C(=O)CSC2=O)C1 (stereo not given) was read as F508del corr 2.1, FN deposit inh -2.5, PglD inh -0.9, INS-1E GSIS act 10.0, Cneo AK release -1.4 and C2C12 statin -16.2.
